From PubChem
BCR signal inh: qHTS Assay to Find Inhibitors of Chronic Active B-Cell Receptor Signaling | hit rate 0.05% among 340,000 | ABC-DLBCL IkBa-CBG/CBR reporter, luminescence ratio, 4 h | Potency, µM (top dose mostly 46.1 µM), for inactives: top-dose ratio change, negative = lower green/red ratio, most hits filed as inhibitors; active means well fitted inhibition curve with a large enough effect in the signal ratio, with a control signal flat, not every such curve was filed as active; inconclusive means small, poorly fitted or top-dose-only effect, or effect the other way, or a change in a side signal; the % refers to the signal ratio;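 further: potency means the concentration at half of the fitted maximal effect; plate controls were basal doxycycline-induced cells for no effect and cells given 10 µM MG132 for full effect; MG132 reads +100%, hits lower the ratio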
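Compounds up to 46 uM were incubated four hours with TMD8 cells whose green CBG68 luciferase is fused to IkappaBalpha; red CBR luminescence normalised the signal, and concentration-effect curves were fitted to fusion, red and ratio data.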
KCNH2 3.1 inh: qHTS for Inhibitors of KCHN2 3.1: Mutant qHTS. Potassium voltage-gated channel subfamily H member 2, brain isoform KCNH2 3.1 (human). activity change, % (tested at about 1.8 µM). U2OS KCNH2 3.1, thallium flux FluxOr; stronger effect = lower value. hit rate 0.95% among 340,000;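 active means maximum activity change below -70%; inconclusive means maximum activity change from -70% to -50%; inactive means maximum activity change above -50%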;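 further: thallium influx rate constant from kinetic fluorescence after stimulation buffer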
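Virally transduced U2OS (3.1 isoform, 4 h infection in dark at RT) → overnight 37 C → FluxOr + Red40 in HBSS/HEPES, 45 min → stimulation buffer, 2 min kinetic read → rate constant vs DMSO controls.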
KCNH2 WT inh: qHTS for Inhibitors of KCHN2 3.1: Wildtype qHTS. AID 720551, 2013. activity change, % at 1.84 µM. hit rate 0.37% among 340,000. U2OS, BacMam KCNH2, thallium flux FluxOr; stronger effect = lower value;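 active means maximum activity change below -70%; inconclusive means maximum activity change between -70% and -50%; inactive means maximum activity change above -50%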
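U2OS cells transduced with wild-type KCNH2 virus are loaded with FluxOr dye for 45 min, and thallium flux is measured in kinetic reads before and after stimulation buffer. Rate constants are normalized to DMSO controls.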
uPA generation: qHTS for Inhibitors of Cell Surface uPA Generation; cell surface uPA generation assay, qHTS; Potency, µM (series often up to 38.3 µM), for the others: at the top dose activity change, negative = inhibition, usual class: inhibitors; hit rate 0.31% among 330,000; active means well fitted inhibition curve with a large enough effect; inconclusive means small, poorly fitted or top-dose-only effect; inactive means no such curve, though single readings can be large or run the other way; tested in mouse RAW 264.7 cells; further: potency means the concentration at half of the fitted maximal effect; nearly all actives have a fitted effect of over 55% in size
Giardia killer: Small Molecules that selectively kill Giardia lamblia: qHTS | Giardia lamblia trophozoite viability | hit rate 0.15% among 340,000 | activity change, % at 7.66 µM, hits read low; in the data active means activity change below about -80%; inconclusive means between about -30% and that limit;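 further: parasites exposed to compound for two days anaerobically before the ATP read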
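Giardia trophozoites, 100 cells per well, were exposed to compounds for 48 hrs at 37 deg C under anaerobic conditions; viability was then read as ATP content by bioluminescence after 15-30 min at room temperature.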
PKM2 activator: qHTS Assay for Activators of Human Muscle isoform 2 Pyruvate Kinase; Potency, µM (titrated, usually from 57.5 µM), for inactives: at the highest dose activation, hits mostly activators; AID 1631, 2009; hit rate 0.34% among 260,000; purified PKM2, Kinase-Glo ATP luminescence, activation; response scale: 0% is enzyme alone, no compound; Pyruvate kinase PKM (Homo sapiens), P14618; further: potency means the concentration at half of the fitted maximal effect; nearly all actives have a fitted effect of over 55% in size
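ATP formation by purified human PK-M2, quantified via coupled luciferase luminescence after 1 h at room temperature with 0.1 mM ADP and 0.5 mM PEP final.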
FBPA coupling cs: qHTS Assay for Inhibitors of Fructose-1,6-bisphosphate Aldolase from Giardia Lamblia: Coupling assay counterscreen; coupling enzyme system counterscreen, AmpLite Red fluorescence; activity change, negative = inhibition, % at 58.2 µM, hits read low; hit rate 0.67% among 290,000; AID 2472, 2010; in the data active means activity change below about -30%
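Final compound at 57.5 uM, incubated 10 min at RT with coupling enzyme reagent (glyceraldehyde-3-phosphate), then 20 min with substrate and AmpLite Red detection. Fluorescence read at 525/598 nm; tests interference with the coupling assay, not aldolase inhibition.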
USP2a block: qHTS Assay for Inhibitors of Ubiquitin-specific Protease USP2a Using CHOP2 as the Reporter. Ubiquitin carboxyl-terminal hydrolase 2 (Homo sapiens), O75604. USP2 core, Ub-CHOP2 coupled fluorogenic reporter, 485/531. Potency, µM (doses to about 38.3 µM), inactives show at the highest dose activity change, negative = inhibition, hits mostly inhibitors. hit rate 0.01% among 330,000;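 further: potency means the concentration at half of the fitted maximal effect; plate controls were DMSO wells for no effect and full inhibition by NEM control for full effect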
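USP2 core (10nM final) preincubated 30min RT with compound in 20mM Tris-HCl pH 8.0, 2mM CaCl2, 2mM beta-mercaptoethanol, 0.05% CHAPS; 25nM Ub-CHOP2 plus 25nM reporter substrate added, fluorescence (Ex485/Em531) read after 60min.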
Eya2 phos inh: qHTS Assay for Inhibitors of the Phosphatase Activity of Eya2. recombinant Eya2, OMFP fluorescence dephosphorylation (OMFP is methylfluorescein phosphate). Potency, µM (titrated, usually from 76.9 µM), without a hit: at the highest dose activity, negative = inhibition, most hits filed as inhibitors. Protein phosphatase EYA2 (Homo sapiens), O00167. hit rate 0.006% among 330,000; further: potency means the concentration at half of the fitted maximal effect
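Eya2 protein (added as 0.2 uM solution) was preincubated with compound for 10 min at ambient temperature in 50 mM HEPES pH 7.5, 50 mM NaCl, 5 uM MgCl2, 0.05% BSA, 1 mM DTT. OMFP (added at 50 uM) then reacted 10 min; fluorescence read at 485/525 nm.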
B2AR arrestin: qHTS assay of beta-arrestin-biased ligands of beta2-adrenergic receptor; Beta-2 adrenergic receptor (Homo sapiens), P07550; Potency, µM (doses to about 46.1 µM), for inactives: at the top dose activation, most hits filed as activators; hit rate 0.02% among 330,000; beta-arrestin recruitment to beta2AR, cell-based reporter; AID 492947, 2010;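 further: potency means the concentration at half of the fitted maximal effect; 0% = DMSO controls and full agonism = EC100 isoproterenol or metaproterenol; nearly all actives have a fitted effect of over 65% in size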
Target sequence (P07550 whole entry, looked up): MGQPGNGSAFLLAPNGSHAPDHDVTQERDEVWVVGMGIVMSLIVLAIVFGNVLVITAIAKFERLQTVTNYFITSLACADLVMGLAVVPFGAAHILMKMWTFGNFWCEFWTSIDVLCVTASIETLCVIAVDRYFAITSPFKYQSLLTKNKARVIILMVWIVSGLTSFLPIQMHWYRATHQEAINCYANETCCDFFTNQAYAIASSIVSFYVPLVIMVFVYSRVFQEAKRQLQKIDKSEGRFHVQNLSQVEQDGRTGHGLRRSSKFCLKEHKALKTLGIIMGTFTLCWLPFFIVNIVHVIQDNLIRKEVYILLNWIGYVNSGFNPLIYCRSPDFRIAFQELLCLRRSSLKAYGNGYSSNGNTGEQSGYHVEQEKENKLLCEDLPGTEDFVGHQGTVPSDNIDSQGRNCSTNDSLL
GALK inhibitor: qHTS Assay for Inhibitors of Human Galactokinase (GALK) | P51570 | Purified GALK, Kinase-Glo residual ATP luminescence | Potency, µM (series often up to 57.5 µM), for inactives: at the top dose activity change, negative = inhibition, usual class: inhibitors | hit rate 0.007% among 270,000 | AID 1868, 2009; further: potency means the concentration at half of the fitted maximal effect
Target sequence (P51570 whole entry, looked up): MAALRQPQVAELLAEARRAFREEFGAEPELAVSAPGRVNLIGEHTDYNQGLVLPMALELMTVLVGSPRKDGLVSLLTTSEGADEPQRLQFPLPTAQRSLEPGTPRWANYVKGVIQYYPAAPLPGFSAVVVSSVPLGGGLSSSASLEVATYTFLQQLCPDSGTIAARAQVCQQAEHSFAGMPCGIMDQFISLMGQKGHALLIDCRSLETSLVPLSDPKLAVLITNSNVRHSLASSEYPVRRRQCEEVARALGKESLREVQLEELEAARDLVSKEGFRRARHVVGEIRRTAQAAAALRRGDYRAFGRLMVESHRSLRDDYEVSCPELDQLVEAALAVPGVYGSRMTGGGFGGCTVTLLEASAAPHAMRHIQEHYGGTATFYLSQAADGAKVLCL
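The enzyme phosphorylates galactose (100 uM) using ATP (35 uM); inhibition is detected as higher residual ATP, quantified by bioluminescence after 1 h reaction at room temperature, pH 8.0.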
Numbers without * were called inactive; ? = inconclusive; / = not tested or not shown; & = joins results of further samples. Unless noted, the call rests on the fitted dose curve; in most records, active means well fitted curve in the direction sought with a large enough effect; inconclusive means small, poorly fitted or top-dose-only effect, or another doubt; inactive means no such curve, though single readings can be large; an effect the other way counts as inactive or inconclusive. Unless noted, on the % scale 0 is the no-effect control and ±100 the full control effect.

No.	SMILES	BCR signal inh	KCNH2 3.1 inh	KCNH2 WT inh	uPA generation	Giardia killer	PKM2 activator	FBPA coupling cs	USP2a block	Eya2 phos inh	B2AR arrestin	GALK inhibitor
1	O=C(COC(=O)c1cccc(N2C(=O)c3ccccc3C2=O)c1)Nc1ccccc1	5%	4	3	3%	8	-2%	1	0%	4%	0.1%	1%
2	COc1ccc(Cn2nnc(C(=O)Nc3ccc(F)cc3)c2N)cc1	?	15	-17	-2%	6	-1%	-2	4%	-4%	-0.6%	-2%
3	COc1cccc(NC(=O)CN(C)C(=O)c2cccc(S(=O)(=O)N3CCN(c4ccccc4)CC3)c2)c1	?	-3	10	-11%	19	3%	/	-11%	-10%	6.9%	5%
4	COc1ccc(C(=O)NC(=S)Nc2cccc3ncccc23)cc1[N+](=O)[O-]	2%	-1	-5	-13%	-12	-11%	/	3%	-15%	-0.2%	-3%
5	Fc1ccc(COc2ccc(-c3nnco3)cc2)cc1	?	-2	-5	4%	-15	6%	1	3%	19%	-1.0%	-1%
6	C/C(=C/C(=O)O)C(=O)Nc1cccc(C(F)(F)F)c1	?	8	-2	-13%	-5	2%	5	-2%	7%	0.2%	-2%
7	CCc1n[nH]c(=S)n1/N=C/c1ccc2c(c1)OCO2	1%	16	10	/	6	-5%	-1	3%	28%	2.9%	-1%
8	CCc1noc(C)c1C(=O)Nc1nc(-c2ccc(Cl)cc2Cl)c(C)s1	?	-14	5	-1%	-8	0%	2	3%	0%	5.1%	2%
9	COC(=O)c1nc(NC(=O)c2ccc(C(C)(C)C)cc2)n[nH]1	2%	3	1	2%	29	-2%	-1	-2%	-3%	0.1%	-1%
10	CCOC(=O)c1ccc(N2C(=O)CC(N3CCC(C(=O)OCC)CC3)C2=O)cc1 (stereo unspecified)	-1%	-12	2	2%	-26	5%	2	3%	-2%	0.1%	9%
11	O=C(Nc1nccs1)c1cn(-c2ccccc2)nc1-c1ccccc1	?	-2	2	-7%	-23	0%	1	2%	15%	-0.1%	2%
12	CCCn1nnnc1SCC(=O)NC1CCCC1	5%	13	14	0%	-20	/	5	-2%	5%	0.4%	5%
13	CC1CC(C)CN(C(=O)COC(=O)c2cccc(S(=O)(=O)N(C)c3ccccc3)c2)C1 (stereo unspecified)	-4%	-5	13	-4%	4	/	/	3%	-19%	0.3%	/
14	COc1ccc(-c2[nH]ncc2CN(C)Cc2ccccn2)c(OC)c1	-8%	-18	5	2%	-13	-11%	1	-1%	6%	0.1%	6%
15	CC(NC(=O)COc1ccccc1)C(c1cccs1)N1CCCC1 (stereo unspecified)	1%	-3	3	5%	8	-1%	2	0%	14%	-0.2%	7%
16	O=Cc1cc2ccccc2nc1SCc1ccc(Cl)cc1	?	-2	19	-2%	12	0%	4	0%	7%	-1.7%	-2%
17	C=CCOCC(O)Cn1c(N2CCCC2)nc2c1c(=O)n(C)c(=O)n2C (stereo unspecified)	1%	-13	34	9%	9	5%	1	0%	-6%	2.7%	2%
18	CCC(=O)N(CCC1(C(C)C)CCOC(C)(C)C1)C(C)c1cccs1 (stereo unspecified)	?	15	1	18%	-21	3%	-4	0%	-13%	0.5%	3%
19	Cc1ccccc1NC1=NC2(CCCC2)N=C(N)N1	2%	-14	1	-29%	8	/	1	1%	10%	0.1%	0%
20	CCN(CC)c1ccc2nc3ccc(N)cc3[n+](-c3ccccc3)c2c1	?	-5	2	-11%	-18	/	/	-1%	-21%	0.3%	/
21	CCOc1ccc(NC(=O)NCCN2C(C)CCCC2C)cc1 (stereo unspecified)	11%	6	60	/	-6	-11%	-1	-11%	3%	-0.2%	3%
22	Cc1ccc(-c2csc(NC(=O)CSc3nc4ccccc4c(=O)n3CCCN(C)C)n2)cc1	-12%	-38	2	1%	-3	-4%	-2	0%	2%	-0.3%	-1%
23	CCOC(=O)/C=c1\s/c(=C\c2ccc(C(=O)OC)cc2)c(=O)n1CC(=O)Nc1ccccc1	?	-3	-1	2%	-2	-4%	-2	3%	-9%	-0.1%	3%
24	COc1ccc(/C=C(/NC(=O)c2ccc([N+](=O)[O-])cc2)C(=O)NC(C)(C)C)cc1	-6%	5	1	0%	5	-7%	0	-4%	-2%	0.0%	0%
25	Cc1ccc(C)c(OCCCC(C)(C)C(=O)O)c1	?	9	5	3%	-5	0%	11&7&4	5%	3%	3.6%	0%
26	O=C(NC(Nc1ncccn1)C(=O)c1ccccc1)c1ccccc1 (stereo unspecified)	-6%	3	-1	-2%	9	3%	5	-10%	-2%	-0.5%	3%
27	Cc1ccc(CN2CCC(CNC(=O)C3CCCN(c4ncnc5c4nc4n5CCCCC4)C3)CC2)cc1 (stereo unspecified)	4%	-6	7	0%	-1	1%	3	2%	5%	-0.1%	-3%
28	CCn1c2c(c(=N)c3c1CCC3)CCC2	-1%	-88*	0	9%	-5	4%	4	3%	1%	-4.1%	1%
29	O=S(=O)(Nc1ccccc1F)c1ccc(Cl)nc1	1%	-1	7	7%	15	/	/	3%	17%	-0.1%	/
30	Cc1ccc(NCc2nnc(SCC(=O)Nc3nnc(C)s3)n2C)cc1	1%	17	-6	11%	1	3%	1	3%	-4%	-0.3%	-1%
31	Cc1[nH]n(CCC#N)c(=O)c1CC(=O)N1CCN(c2ccccc2)CC1	?	3	0	5%	1	-3%	-7	1%	0%	0.1%	4%
32	COc1ccc(N2CCN(S(=O)(=O)CCNC(=O)c3cccs3)CC2)cc1	-3%	15	1	12%	5	/	/	1%	-6%	0.3%	/
33	C#CCOCCOCCOCCNc1nc(N2CCOCC2)nc(N2CCN(C(=O)[C@H]([C@@H](C)CC)n3cc([C@@H](N)CO)nn3)CC2)n1	0%	-5	-1	12%	8	2%	1	-1%	-4%	-0.2%	-2%
34	Cc1ccc(C)c(C(=O)CN2C(=O)NC3(CCCCCC3)C2=O)c1	?	-22	-4	3%	1	/	/	-2%	-7%	0.1%	/
35	O=C(NCCc1csc(-c2cccnc2)n1)c1cccs1	-10%	-7	-6	-5%	11	6%	2	-3%	4%	-0.8%	1%
36	COC(OC)C12c3ccccc3C(c3ccccc31)C1C(=O)N(c3cccnc3)C(=O)C12 (stereo unspecified)	?	7	3	0%	6	-1%	0	0%	8%	-0.9%	4%
37	COc1cccc(C(=O)O/N=C(\N)c2ccncc2)c1OC	?	0	0	-3%	5	1%	2	4%	-1%	-0.4%	2%
38	CCOC(=O)c1c(-c2ccc3ccccc3c2)csc1NC(=O)CCCC(=O)O	?	-2	4	3%	-7	/	/	3%	33%	-0.1%	/
39	CCC(=O)Nc1ccc(C(=O)CSc2nnc(-c3cccnc3)o2)cc1	?	-16	-7	4%	6	0%	0	2%	1%	0.0%	0%
40	Cc1cccc(NC(=O)C(C)Oc2ccc(C)nc2[N+](=O)[O-])c1 (stereo unspecified)	?	0	-15	-7%	-28	/	/	-2%	6%	-0.1%	/
41	C/C(CC(=O)NCc1ccc(Cl)cc1)=N\NC(=O)COc1ccc(C)cc1Br	?	-1	5	-13%	-9	/	1	-1%	-3%	-0.2%	-1%
42	CCOC(=O)c1nn(-c2ccccc2)c(=O)c(C#N)c1C	-1%	0	2	-5%	1	-16%	-4	-4%	-24%	-0.2%	0%
43	Cc1ccc(NC(=O)COC(=O)c2ccc3c(c2)C(=O)N(CCc2ccccc2)C3=O)c(C)c1	2%	16	9	3%	-11	-3%	6	1%	5%	-0.4%	0%
44	Cn1c(C(=O)N2CCc3ccccc3C2)cc2oc3ccccc3c21	?	1	2	-2%	2	8%	1	-1%	-15%	4.6%	-2%
45	Cc1csc(NC(=O)CSc2nncs2)n1	14%	5	1	3%	15	/	/	0%	-10%	0.1%	/
46	CCN(CC(=O)NCCc1ccccc1)S(=O)(=O)c1ccccc1	9%	-3	-1	5%	-22	-5%	3	0%	-1%	-0.6%	2%
47	COc1ccc(C(=O)NC2=NCCS2)c(OC)c1	?	-10	-2	-10%	?	-11%	0	1%	-10%	4.9%	-6%
